High-throughput results deposited in PubChem BioAssay by National Center for Advancing Translational Sciences (NCATS).
TrxR1 inh: blocks rat thioredoxin reductase 1; O89049; AID 588453; Potency, µM (doses to about 114 µM), without a hit: top-dose activity change, negative = inhibition, most hits filed as inhibitors; recombinant rTrxR1, NADPH fluorescence consumption, selenite substrate; 390,000 compounds, 1% hits; further: on the % scale 0 is the no-effect control and ±100 the full control effect; nearly all actives have a fitted effect of over 65% in size
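Rat TrxR1 (90 nM in the dispensed reagent) was pre-reduced with 400 uM NADPH for 5 min at room temperature, then incubated with compound for 15 min. After 400 uM selenite was added, NADPH fluorescence (Ex 340/Em 450 nm) was followed for 8 min.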
Vif-APOBEC3F blk: Vif-A3F binding inhibition; Potency, µM (titrated, usually from 46.1 µM), without a hit: at the highest dose activity, negative = active; 390,000 compounds, 0.2% hits; HeLa A3F-eYFP + Vif (tagged APOBEC3F with the HIV-1 protein that degrades it), YFP fluorescence increase; further: % of control where 0% means no effect; nearly all actives have a fitted effect of over 65% in size
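HeLa cells stably expressing A3F-eYFP plus Vif, plated and incubated overnight at 37 deg C, then exposed to compounds overnight at 37 deg C. Blocked degradation read as raised yellow fluorescence (Ex 488/Em 500-530).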
RGS4 inhibitor: blocks human RGS4-accelerated GTP hydrolysis | P49798 | Transcreener GDP fluorescence polarization, RGS4-accelerated GTP hydrolysis | Potency, µM (top dose mostly 114 µM), without a hit: top-dose activity change, negative = inhibition, hits mostly inhibitors | 390,000 compounds, 0.039% hits | AID 504845; further: on the % scale 0 is the no-effect control and ±100 the full control effect; nearly all actives have a fitted effect of over 75% in size; some results filed as inactive show a strong effect at the top dose
Target sequence (P49798 whole entry, looked up): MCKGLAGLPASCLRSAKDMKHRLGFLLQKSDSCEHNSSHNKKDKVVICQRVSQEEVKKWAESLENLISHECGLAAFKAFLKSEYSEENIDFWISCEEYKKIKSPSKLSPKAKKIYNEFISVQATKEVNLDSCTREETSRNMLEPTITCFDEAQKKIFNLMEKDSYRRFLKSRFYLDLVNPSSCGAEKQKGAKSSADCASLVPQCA
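MLSMR compounds (23 nl, pin-transferred) preincubated 10 min at room temperature with a 500nM (2x) first reagent, then RGS4 at 900nM (2x) plus Transcreener GDP mix added; fluorescence polarization (620/688 nm) read before and after 90 min at 30 °C.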
RXFP1 agonist: activates the human relaxin receptor RXFP1; HEK293T-RXFP1 cAMP TR-FRET, 30 min; response scale: percent of porcine relaxin response, buffer zero; Potency, µM (titrated, usually from 57.5 µM), without a hit: at the highest dose activation, usual class: activators; 370,000 compounds, 0.3% hits; AID 2676; further: on the % scale 0 is the no-effect control and ±100 the full control effect; nearly all actives have a fitted effect of over 60% in size; many of its hits are not listed in these tables
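Agonist response is measured as cAMP accumulation in an RXFP1-transfected HEK293T line under PDE4 inhibition. Values are scaled between buffer-only and 29 nM porcine relaxin, and EC50s come from standard Hill equation fits.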
USP1 inh: inhibitors of human USP1/UAF1 deubiquitinase; Potency, µM (titrated, usually from 57.1 µM), for the others: at the highest dose activity change, negative = inhibition, hits mostly inhibitors; 390,000 compounds, 0.23% hits; recombinant USP1/UAF1, Ub-Rhodamine cleavage fluorescence; O94782; further: on the % scale 0 is the no-effect control and ±100 the full control effect; nearly all actives have a fitted effect of over 60% in size; inactives centre near -12
Target sequence (O94782 whole entry, looked up): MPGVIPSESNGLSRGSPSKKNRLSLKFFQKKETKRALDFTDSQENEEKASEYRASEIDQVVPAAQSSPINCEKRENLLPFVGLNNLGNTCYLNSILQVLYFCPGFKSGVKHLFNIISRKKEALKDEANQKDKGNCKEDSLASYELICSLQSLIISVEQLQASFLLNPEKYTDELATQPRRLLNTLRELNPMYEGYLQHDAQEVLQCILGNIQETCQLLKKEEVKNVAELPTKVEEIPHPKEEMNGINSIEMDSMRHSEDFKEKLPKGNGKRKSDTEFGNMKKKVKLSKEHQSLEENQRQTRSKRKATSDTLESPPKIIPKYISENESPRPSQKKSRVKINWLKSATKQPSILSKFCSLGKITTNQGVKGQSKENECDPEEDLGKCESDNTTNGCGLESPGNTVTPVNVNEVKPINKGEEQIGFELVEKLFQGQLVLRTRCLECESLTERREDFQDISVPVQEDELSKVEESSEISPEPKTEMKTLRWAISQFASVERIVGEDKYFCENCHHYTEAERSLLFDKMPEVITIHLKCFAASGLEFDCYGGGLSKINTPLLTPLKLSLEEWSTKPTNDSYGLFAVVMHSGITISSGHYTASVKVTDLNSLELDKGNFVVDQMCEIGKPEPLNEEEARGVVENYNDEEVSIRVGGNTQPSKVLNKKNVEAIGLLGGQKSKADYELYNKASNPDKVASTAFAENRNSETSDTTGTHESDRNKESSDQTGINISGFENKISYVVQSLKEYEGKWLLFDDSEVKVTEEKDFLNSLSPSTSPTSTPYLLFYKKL
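In this screen, compounds sit with the deubiquitinase complex (1nM) for 15 min at room temperature before Ub-Rho is added at 150nM final. Fluorescence rise is then followed for 6 reads every 60 seconds.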
TrxR1 substrate: substrates of rat thioredoxin reductase 1; Potency, µM (titrated, usually from 114 µM), for the others: at the highest dose activity change, negative = substrate turnover; O89049; purified TrxR1 substrate turnover, NADPH consumption readout; 390,000 compounds, 0.01% hits; further: on the % scale 0 is the no-effect control and ±100 the full control effect; nearly all actives have a fitted effect of over 50% in size
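Rat TrxR1, dispensed at 90 nM, was prereduced with 400 uM NADPH (final) for 5 min at ~22 deg C, then incubated with compound 15 min before 400 uM selenite. A first-read NADPH fluorescence drop versus no-compound background flagged substrates.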
mIDH1 inhibitor: inhibitors of human mutant IDH1 R132H. O75874. IDH1-R132H enzyme, NADPH consumption, diaphorase/resazurin fluorescence. Potency, µM (top dose mostly 76.6 µM), for the others: top-dose activity change, negative = inhibition, actives largely listed as inhibitors. 390,000 compounds, 0.093% hits. AID 602179; further: on the % scale 0 is the no-effect control and ±100 the full control effect; nearly all actives have a fitted effect of over 65% in size
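IDH1-R132H (0.5 ug/mL dispensed) in pH 7.5 Tris buffer was preincubated 30 min with compound, then given a substrate mix of 0.016 mM NADPH and 2 mM alpha-KG for 80 min at room temperature; remaining NADPH was read by diaphorase/resazurin fluorescence.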
12-LOX inh: blocks human arachidonate 12S-lipoxygenase; purified 12hLO, xylenol orange hydroperoxide absorbance; Potency, µM (highest dose often 108 µM), for inactives: at the top dose activity change, negative = inhibition, usual class: inhibitors; 580,000 compounds, 1.1% hits; AID 1671190; further: on the % scale 0 is the no-effect control and ±100 the full control effect
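Hydroperoxide product was detected by ferrous iron/xylenol orange as the 573 to 405 nm absorbance ratio. Arachidonic acid at 40 uM (final) was turned over for 30 min at room temperature by 150 nM human 12hLO, pH 7.0 Hepes buffer, after 15 min compound preincubation.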
Vif-A3G inh: blocks the Vif interaction with human APOBEC3G. Q9HC16. HeLa A3G-eYFP + Vif (tagged APOBEC3G with the HIV-1 protein that degrades it), YFP fluorescence, overnight. Potency, µM (top dose mostly 46.1 µM), for inactives: top-dose activity, negative = active, usual class: inhibitors. 410,000 compounds, 0.076% hits. AID 602310;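 further: on the % scale 0 is the no-effect control and ±100 the full control effect; nearly all actives have a fitted effect of over 60% in size; hits raise eYFP signal because A3G escapes Vif-driven loss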
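Read-out is eYFP fluorescence (Ex 488/Em 500-530) from Vif-expressing HeLa A3G-eYFP cells; more signal means A3G escaped Vif-mediated degradation. Cells plated overnight, compound pinned in, incubated overnight at 37 deg C.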
Active calls of the source: *; [ ] = dose if it differs, or a comment. The call rests on the fitted dose curve; in most records, active means well fitted curve in the direction sought with a large enough effect; inconclusive means small, poorly fitted or top-dose-only effect, or another doubt; inactive means no such curve, though single readings can be large; an effect the other way counts as inactive or inconclusive. Potency means the concentration at half of the fitted maximal effect. The list is partial; rates above refer to the full screens.

`O=C(CCS(=O)(=O)c1ccccc1)Nc1nnc(-c2ccco2)o1` gave TrxR1 inh -17%, Vif-APOBEC3F blk 5%, RGS4 inhibitor -12%, RXFP1 agonist -0.2%, USP1 inh -21%, TrxR1 substrate 8%, mIDH1 inhibitor -1%, 12-LOX inh 13% and Vif-A3G inh -2%.
For Cc1ccc(Cl)cc1NC(=O)Cc1ccc(-n2c(C)nc3cccnc32)cc1 the results were TrxR1 inh -3%, Vif-APOBEC3F blk -4%, RGS4 inhibitor -26%, RXFP1 agonist 3.7%, USP1 inh -12%, TrxR1 substrate -4%, mIDH1 inhibitor 22%, 12-LOX inh -9% and Vif-A3G inh 3%.
Screening COC(=O)c1cc(C(=O)NCC2CCCCC2)cc([N+](=O)[O-])c1 returned TrxR1 inh 6%, Vif-APOBEC3F blk -2%, RGS4 inhibitor -10%, RXFP1 agonist -0.7%, USP1 inh -16%, TrxR1 substrate -3%, mIDH1 inhibitor 9%, 12-LOX inh inconclusive and Vif-A3G inh 0%.
`Cc1ccc(-n2nc(CO)c(C(=O)NCc3cccnc3)n2)cc1` gave TrxR1 inh 30%, Vif-APOBEC3F blk -5%, RGS4 inhibitor 11%, RXFP1 agonist 0.7%, USP1 inh -10%, TrxR1 substrate 66%[activator], mIDH1 inhibitor -17%, 12-LOX inh 0% and Vif-A3G inh 0%.
`Cc1ccc(-c2nc3ncccc3o2)cc1NC(=O)COc1ccc(C(C)C)cc1` gave TrxR1 inh -20%, Vif-APOBEC3F blk 0%, RGS4 inhibitor -34%, RXFP1 agonist 3.6%, USP1 inh -2%, TrxR1 substrate 5%, mIDH1 inhibitor -17%, 12-LOX inh inconclusive and Vif-A3G inh -6%.
For O=C(NCCCN1CCCC1=O)c1cc(COc2ccc(F)cc2F)on1 the results were TrxR1 inh 13%, Vif-APOBEC3F blk 0%, RGS4 inhibitor -15%, RXFP1 agonist 0.9%, USP1 inh -23%, TrxR1 substrate 2%, mIDH1 inhibitor 3%, 12-LOX inh 0% and Vif-A3G inh -8%.
Cc1cccc(-n2ncc3c(NCc4ccc5c(c4)OCO5)ncnc32)c1 was read as TrxR1 inh -3%, Vif-APOBEC3F blk 0%, RGS4 inhibitor 14%, RXFP1 agonist -0.4%, USP1 inh -21%, TrxR1 substrate -4%, mIDH1 inhibitor 11%, 12-LOX inh inconclusive and Vif-A3G inh 0%.
Screening CC(C)Oc1ccc(CNC(=O)C2CCN(C(=O)N3CCOc4ccc(Cl)cc43)CC2)cc1 returned TrxR1 inh 10%, Vif-APOBEC3F blk -2%, RGS4 inhibitor -9%, RXFP1 agonist -0.3%, USP1 inh -15%, TrxR1 substrate 2%, mIDH1 inhibitor 0%, 12-LOX inh 5% and Vif-A3G inh -7%.
For COc1cc(S(=O)(=O)N2CCOCC2)ccc1NC(=O)COC(=O)c1ccc(Cl)nc1 the results were TrxR1 inh 2%, Vif-APOBEC3F blk 2%, RGS4 inhibitor -17%, USP1 inh -21%, TrxR1 substrate 0%, mIDH1 inhibitor -11%, 12-LOX inh 0% and Vif-A3G inh -3%.
For CC(NC(=O)CSc1nc2ccccc2n1C)c1ccccc1 (stereo not drawn) the results were TrxR1 inh 17%, Vif-APOBEC3F blk 5%, RGS4 inhibitor 26%, RXFP1 agonist -4.1%, USP1 inh inconclusive, TrxR1 substrate 3%, mIDH1 inhibitor -7%, 12-LOX inh -14% and Vif-A3G inh 6%.
For O=C(NC1CC2CCCC(C1)N2C(=O)NC1CCCCC1)c1ccc(F)cc1 (stereo not drawn) the results were TrxR1 inh 20%[57.1 µM], Vif-APOBEC3F blk 7%, RGS4 inhibitor 3%, RXFP1 agonist 0.6%, USP1 inh -8%, TrxR1 substrate 7%[57.1 µM], mIDH1 inhibitor 2%, 12-LOX inh 0% and Vif-A3G inh 0%.
Cc1cc(C)nc(SCc2nnc(SCC(=O)NCc3ccco3)n2-c2ccccc2)n1 was read as TrxR1 inh 50µM*, Vif-APOBEC3F blk -2%, RGS4 inhibitor -29%, RXFP1 agonist 1.2%, USP1 inh -13%, TrxR1 substrate -2%, mIDH1 inhibitor 12%, 12-LOX inh 9% and Vif-A3G inh -4%.
For N#C/C(=C\c1ccco1)C(=O)Nc1ccc(S(N)(=O)=O)cc1 the results were TrxR1 inh -6%, Vif-APOBEC3F blk -4%, RGS4 inhibitor -22%, RXFP1 agonist 3.5%, USP1 inh 9%, TrxR1 substrate -6%[57.1 µM], mIDH1 inhibitor 2%, 12-LOX inh inconclusive and Vif-A3G inh -2%.
O=C(O)c1ccc(Oc2ccccc2)o1 was read as TrxR1 inh 2%, Vif-APOBEC3F blk 1%, RGS4 inhibitor 6%, RXFP1 agonist -1.2%, USP1 inh -26%, TrxR1 substrate -2%, mIDH1 inhibitor -3%, 12-LOX inh 23% and Vif-A3G inh 3%.
`COc1ccc(CCN2CCCC(CN(C)C(=O)c3ccoc3C)C2)cc1` (stereo not drawn) gave TrxR1 inh -8%, Vif-APOBEC3F blk -3%, RGS4 inhibitor -24%, RXFP1 agonist 0.4%, USP1 inh -10%, TrxR1 substrate -5%, mIDH1 inhibitor 6%, 12-LOX inh 373%[activator] and Vif-A3G inh -5%.

Three entries from above, ordered by heavy-atom count, highest first.
For Cc1ccc(Cl)cc1NC(=O)Cc1ccc(-n2c(C)nc3cccnc32)cc1 the results were TrxR1 inh -3%, Vif-APOBEC3F blk -4%, RGS4 inhibitor -26%, RXFP1 agonist 3.7%, USP1 inh -12%, TrxR1 substrate -4%, mIDH1 inhibitor 22%, 12-LOX inh -9% and Vif-A3G inh 3%.
Screening COC(=O)c1cc(C(=O)NCC2CCCCC2)cc([N+](=O)[O-])c1 returned TrxR1 inh 6%, Vif-APOBEC3F blk -2%, RGS4 inhibitor -10%, RXFP1 agonist -0.7%, USP1 inh -16%, TrxR1 substrate -3%, mIDH1 inhibitor 9%, 12-LOX inh inconclusive and Vif-A3G inh 0%.
O=C(O)c1ccc(Oc2ccccc2)o1 was read as TrxR1 inh 2%, Vif-APOBEC3F blk 1%, RGS4 inhibitor 6%, RXFP1 agonist -1.2%, USP1 inh -26%, TrxR1 substrate -2%, mIDH1 inhibitor -3%, 12-LOX inh 23% and Vif-A3G inh 3%.

Continued.
`O=C(C(=O)N1CCN(c2ccccc2F)CC1)c1c[nH]c2ccccc12` gave TrxR1 inh 17%[57.1 µM], Vif-APOBEC3F blk 4%, RGS4 inhibitor -2%, RXFP1 agonist -0.2%, USP1 inh -13%, TrxR1 substrate -8%, mIDH1 inhibitor 2%, 12-LOX inh inconclusive and Vif-A3G inh 1%.
For CCN1CCN(CCCNC(=O)c2ccc3c(c2)NC(=O)c2ccccc2S3)CC1 the results were TrxR1 inh 17%[57.1 µM], Vif-APOBEC3F blk 1%, RGS4 inhibitor -4%, RXFP1 agonist 1.9%, USP1 inh -14%, TrxR1 substrate 6%[57.1 µM], mIDH1 inhibitor -6%, 12-LOX inh -26% and Vif-A3G inh -1%.
Screening COc1ccccc1Oc1ccc2c(c1)C(=O)N(c1ccc(O)cc1)C2=O returned TrxR1 inh 29%[57.1 µM], Vif-APOBEC3F blk -1%, RGS4 inhibitor -18%, RXFP1 agonist -0.4%, USP1 inh -17%, TrxR1 substrate 3%[57.1 µM], mIDH1 inhibitor 5%, 12-LOX inh 0% and Vif-A3G inh 2%.
For O=C(CSc1nnnn1-c1ccc(O)cc1)Nc1ccc(N2CCOCC2)c(Cl)c1 the results were TrxR1 inh 7%, Vif-APOBEC3F blk -4%, RGS4 inhibitor -4%, RXFP1 agonist 1.1%, USP1 inh -7%, TrxR1 substrate -2%, mIDH1 inhibitor 2%, 12-LOX inh 9% and Vif-A3G inh -16%.
Screening NS(=O)(=O)c1ccc(CCNC(=O)c2ccc(Br)s2)cc1 returned TrxR1 inh -12%[57.1 µM], Vif-APOBEC3F blk -9%, RGS4 inhibitor 32%, RXFP1 agonist 12%, USP1 inh -10%, TrxR1 substrate -9%[57.1 µM], mIDH1 inhibitor 4%, 12-LOX inh inconclusive and Vif-A3G inh 0%.
Screening CC(C)(C)S(=O)N1Cc2cc(CO)cc(CCO)c2[C@H]1CCO (stereo partly drawn) returned TrxR1 inh -7%, Vif-APOBEC3F blk -1%, RGS4 inhibitor -9%, USP1 inh -22%, TrxR1 substrate 7%, mIDH1 inhibitor -3%, 12-LOX inh -12% and Vif-A3G inh -2%.
Screening CCOC(=O)C1=C(C)NC2=C(C(=O)CC(C)(C)C2)C1c1cccc(C)n1 (stereo not drawn) returned TrxR1 inh -27%, Vif-APOBEC3F blk 8%, RGS4 inhibitor 32%, RXFP1 agonist -0.9%, USP1 inh -6%, TrxR1 substrate 66%[activator], mIDH1 inhibitor 1%, 12-LOX inh 0% and Vif-A3G inh 3%.
O=C(Nc1nnc(SCC(=O)N2CCCc3ccccc32)s1)c1ccc2ccccc2c1 was read as TrxR1 inh 42%[activator][57.1 µM], Vif-APOBEC3F blk -4%, RGS4 inhibitor -27%, RXFP1 agonist 1.9%, USP1 inh -10%, TrxR1 substrate 55%, mIDH1 inhibitor 6%, 12-LOX inh 3% and Vif-A3G inh 1%.
`COc1ccc2[nH]c(=O)c(CN(C)C(=O)c3ccncc3)cc2c1` gave TrxR1 inh 5%, Vif-APOBEC3F blk -4%, RGS4 inhibitor 0%, RXFP1 agonist 0.2%, USP1 inh -6%, TrxR1 substrate 20%, mIDH1 inhibitor 0%, 12-LOX inh 3% and Vif-A3G inh 4%.
